Runt-CBFb FRET = inhibitors of RUNX1 Runt–CBFb binding, primary screen, biochemical, FRET, Cerulean-Runt, Venus-CBFb, uHTS. 0.46% of 220,000 active. Runt-related transcription factor 1 (Homo sapiens) + Core-binding factor subunit beta …. inhibition, % at 20 µM. Cerulean-Runt/Venus-CBFb FRET ratio 530/480, 1 h;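 active = inhibition over about 50% at 20 µM in the single-dose screen, limit read from the data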;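 note: 0% = DMSO wells and 100% = excess unlabeled CBFb competitor control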
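test system = Cerulean-Runt domain fusion protein, energy donor | probe or stimulus = Venus-CBFb binding partner, 100 nM | incubation = two 1 h room-temperature incubations shielded from light | detection = fluorescence energy transfer, 422 nm excitation, 530/480 nm emission | measure = loss of energy transfer signal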
NPY2 pot ag = NPY-Y2 potentiators or agonists, primary screen, cell-based; activation, % at 3.6 µM; cells expressing NPY-Y2, potentiator/agonist read-out; 0.45% of 220,000 active; Neuropeptide Y receptor type 2 (Homo sapiens), P49146; in the data active = activation above about 27%;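 note: cells stimulated with NPY near EC25 plus isoproterenol at EC100; 0% = vehicle plus submaximal agonist and 100% = vehicle plus saturating agonist; some results beyond the cut were filed as inactive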
Target sequence (P49146 whole entry, looked up): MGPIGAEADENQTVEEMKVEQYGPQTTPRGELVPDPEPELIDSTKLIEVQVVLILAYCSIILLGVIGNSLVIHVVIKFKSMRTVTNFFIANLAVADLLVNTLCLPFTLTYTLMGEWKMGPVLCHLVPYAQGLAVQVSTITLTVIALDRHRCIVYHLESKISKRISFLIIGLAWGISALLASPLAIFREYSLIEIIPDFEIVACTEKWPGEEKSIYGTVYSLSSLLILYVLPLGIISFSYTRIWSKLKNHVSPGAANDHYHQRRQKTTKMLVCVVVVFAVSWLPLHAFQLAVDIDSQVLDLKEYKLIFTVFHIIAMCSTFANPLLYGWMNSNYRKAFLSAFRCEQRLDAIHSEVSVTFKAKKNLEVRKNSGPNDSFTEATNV
NPY-Y1 PAM-ag = NPY-Y1 receptor potentiators or agonists, primary screen, cell-based. AID 1304, 2008. NPY-Y1 expressing cells, potentiator/agonist activation. activation, % at 3.6 µM. 0.37% of 220,000 active. Neuropeptide Y receptor type 1 (Homo sapiens), P25929; in the data active = activation above about 33%, passing the limit was not always enough;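 note: cells stimulated with NPY at EC10 then isoproterenol at EC100; 0% = low agonist plus stimulus and 100% = saturating agonist plus stimulus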
Target sequence (P25929 whole entry, looked up): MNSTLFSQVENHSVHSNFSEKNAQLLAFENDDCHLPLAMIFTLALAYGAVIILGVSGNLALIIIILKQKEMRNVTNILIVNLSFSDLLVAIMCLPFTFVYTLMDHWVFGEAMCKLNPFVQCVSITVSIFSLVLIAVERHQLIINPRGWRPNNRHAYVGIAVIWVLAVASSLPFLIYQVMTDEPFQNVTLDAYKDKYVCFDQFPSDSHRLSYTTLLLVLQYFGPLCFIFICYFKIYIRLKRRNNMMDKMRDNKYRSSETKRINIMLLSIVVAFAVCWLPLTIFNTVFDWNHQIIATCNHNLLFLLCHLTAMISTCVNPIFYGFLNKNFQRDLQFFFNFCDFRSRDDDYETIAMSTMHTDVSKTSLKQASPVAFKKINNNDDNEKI
S1P4 ag = S1P4 receptor agonists, primary screen, cell-based | S1P4-expressing cell line, agonist reporter assay | Sphingosine 1-phosphate receptor 4 (Homo sapiens), O95977 | 0.35% of 220,000 active | activation, % at 4.98 µM; in the data active = activation above about 11%;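 note: 0% = DMSO vehicle and 100% = reference agonist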
RBBP9 inhibitor = human RBBP9 inhibitors, primary screen, biochemical, fluorescence polarization, FP-Rh probe, HTS; Serine hydrolase RBBP9 (Homo sapiens), O75884; recombinant RBBP9; inhibition, % at 7.94 µM; 0.2% of 220,000 active; AID 1515, 2009;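 active = inhibition above the campaign mean of all tested compounds plus 3 SD, cut at about 14% in these data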;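 note: plate controls were DMSO wells with RBBP9 for no effect and wells lacking RBBP9 protein for full effect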
Target sequence (O75884 whole entry, looked up): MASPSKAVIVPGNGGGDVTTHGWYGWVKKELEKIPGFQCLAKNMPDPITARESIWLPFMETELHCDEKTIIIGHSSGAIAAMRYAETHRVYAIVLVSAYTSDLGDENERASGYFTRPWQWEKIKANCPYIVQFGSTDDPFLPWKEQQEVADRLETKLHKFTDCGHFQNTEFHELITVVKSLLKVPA
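Measured by – fluorescence polarization · Test system – RBBP9 protein · Input – 2.5 µM RBBP9 dispensing solution, before mixing · Measure – percent inhibition from mP, scaled between DMSO and no-protein wells · Benchmarks – DMSO-treated enzyme wells and wells lacking RBBP9 · Times – preincubation 30 min plus labeling 45 min at 25 °C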
NPY Y1 blocker = NPY-Y1 receptor antagonists, primary screen, cell-based; HEK293-CNG Y1 cells, membrane potential fluorescence; NPY at EC95, then isoproterenol; inhibition, % at 3.6 µM; AID 1040, 2008; 1% of 200,000 active;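 active = inhibition above the campaign mean inhibition of all tested compounds plus 3 SD, cut at about 20% in these data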;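 note: 0% = DMSO wells given NPY plus isoproterenol and 100% = isoproterenol alone without NPY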
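Material: HEK293 cells with Y1 receptor plus CNG channel; times: compound incubation 1 h at room temperature, readout 45 min post-stimulation; signal: fluorescence, membrane potential probe; read-out basis: fluorescence ratio normalized to % inhibition between controls; benchmarks: full-block control isoproterenol-only wells, zero-block control NPY plus isoproterenol wells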
BaF3 tox = parental Ba/F3 cell viability inhibition, counter-screen for JAK2V617F inhibitor project, murine pro-B, CellTiter-Glo luminescence | CellTiter-Glo ATP luminescence | 1.1% of 220,000 active | inhibition, % at 5.6 µM;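 active = inhibition above a per-campaign cutoff, the mean inhibition of all tested compounds plus 3 SD, cut at about 27% in these data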;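 note: 0% = DMSO wells and 100% = JAK Inhibitor I control wells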
Ba/F3 V617F tox = reduced viability of JAK2V617F-dependent Ba/F3 cells, primary screen, JAK2V617F inhibitor project, cell-based, Ba/F3 EpoR-JAK2V617F, luminescence. 1.1% of 220,000 active. ATP luminescence. AID 1446, 2008. inhibition, % at 5.6 µM;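 active = inhibition above the campaign mean plus 3 SD over all tested compounds, cut at about 24% in these data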;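 note: cytokine-independent growth of Ba/F3 cells driven by EpoR plus mutant JAK2; 0% = DMSO-treated cells and 100% = JAK inhibitor I control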
S1P4 antagonist = S1P4 receptor antagonists, primary screen, cell-based. S1P4-expressing cells, antagonist mode, reporter read-out. inhibition, % at 4.98 µM. 0.26% of 220,000 active. AID 1510, 2009; in the data active = inhibition above about 29%;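 note: 0% = wells stimulated with agonist and 100% = vehicle wells without agonist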
Active calls of the source: *; / = not tested or not shown.

SMILES	Runt-CBFb FRET	NPY2 pot ag	NPY-Y1 PAM-ag	S1P4 ag	RBBP9 inhibitor	NPY Y1 blocker	BaF3 tox	Ba/F3 V617F tox	S1P4 antagonist
CS(=O)(=O)Nn1cnc2ccccc2c1=O	0	-10	-1	1.8	-11	2	7	1	-25
O=C(C/C=N\OCc1ccc([N+](=O)[O-])cc1)Nc1ccc(F)cc1F	1	0	-9	-0.5	-6	6	2	1	-6
C/C(=N\N=C1/NC(=O)C(C)S1)c1ccc([N+](=O)[O-])cc1 (centres undefined)	-3	2	7	-0.6	-7	11	6	2	-23
COC(=O)c1cccc(NCN2C(=O)c3ccccc3C2=O)c1	-1	3	-15	-1.5	-1	5	4	-2	-5
CC(=O)c1cnc(-c2cccc(Cl)c2)s1	-1	1	-7	-1.5	2	-2	4	1	10
CCOC(=O)C1(Nc2nccs2)Sc2ccccc2NC1=O (centres undefined)	-2	7	6	0.9	-2	-4	4	-3	-50
Cc1ccc(NC(=O)C2CCCCC2)c(O)c1	1	-6	-17	1.9	-6	11	3	1	-35
Cc1cc(C)nc(-n2nc(C)c(Br)c2Nc2ccc(Br)cc2)n1	-2	-22	-35	0.7	-4	0	5	2	1
N#C/C(=C\C1=C(N2CCOCC2)C(=C\c2ccc(Cl)cc2)/CC1)C(=O)Nc1ccccc1F	8	-12	8	-0.5	-5	-1	2	-4	-5
CC(C)C(=O)NCCc1nc2ccccc2n1CCCOc1ccc(Cl)cc1	-3	18	13	2.4	-9	0	1	-4	-7
O=S(=O)(CCc1nc2ccccc2o1)c1ccc(Cl)c(Cl)c1	-3	3	-6	0.5	-9	12	0	0	-11
CCc1cccc(C)c1NC(=S)N(CCN(C)C)Cc1cccs1	2	-5	0	-0.4	-2	3	7	3	1
COC(=O)NC1CSCC1OC(=O)CN1C(=O)c2ccccc2C1=O (centres undefined)	1	13	10	0.6	-6	-1	9	-4	-11
CSc1nc2n(n1)C(c1cc(Br)ccc1F)C(C(=O)N(C)C)=C(C)N2 (centres undefined)	-1	-2	-14	2.2	3	5	2	0	-15
CCn1c(CN2CCN(c3ccc(Cl)cc3)CC2)nc2ccccc21	-2	-16	-22	0.4	-5	8	4	4	-8
COc1ccccc1-c1ccc(SCc2ccc(F)cc2)nn1	-2	-11	-8	1.1	-2	10	6	-2	-4
COc1ccc(C2CC(=O)N3CN(Cc4ccco4)CSC3=C2C#N)cc1 (centres undefined)	29	4	-3	-1.0	-3	-1	0	3	-2
Cc1oc2ccc(OCc3ccccc3F)cc2c1C(=O)O	-1	-35	-6	-2.5	-7	7	8	-4	-7
Cc1nc2c(ccc3nc(NC(=O)c4ccc(S(=O)(=O)N(C)C)cc4)sc32)s1	-1	12	-8	0.4	-8	-2	4	0	7
N=c1sccn1CC(=O)N1CCc2ccccc21	1	1	-13	0.2	4	4	0	-2	-2
O=C(/C=C/c1ccc([N+](=O)[O-])cc1)NCCSc1ccccc1	0	-14	-18	-4.9	4	15	0	3	-9
O=C(CSc1nnc2scc(-c3ccccc3)n12)Nc1nsc(-c2ccc(Cl)cc2)n1	/	14	4	1.5	-8	-3	8	0	-8
Cc1ccc2nc(NC(=O)CCNS(=O)(=O)c3cccs3)sc2c1	-1	11	9	-0.1	-13	-5	5	3	-30
CC(C)(C)c1ccc(C(=O)NCC(=O)OCN2C(=O)c3ccccc3C2=O)cc1	-6	1	-55	1.1	-8	-3	3	-2	-4
CCc1cccc(NC(=O)CN2C(=O)NC3(CCCCCCC3)C2=O)c1	-2	-5	6	-1.5	1	-1	6	1	16

Exported with two lines to a compound: part of the list above
Each structure is followed by: Runt-CBFb FRET | NPY2 pot ag | NPY-Y1 PAM-ag | S1P4 ag | RBBP9 inhibitor | NPY Y1 blocker | BaF3 tox | Ba/F3 V617F tox | S1P4 antagonist
> CCOC(=O)C1(Nc2nccs2)Sc2ccccc2NC1=O (centres undefined)
  -2 | 7 | 6 | 0.9 | -2 | -4 | 4 | -3 | -50
> CC(=O)c1cnc(-c2cccc(Cl)c2)s1
  -1 | 1 | -7 | -1.5 | 2 | -2 | 4 | 1 | 10

Later entries:
SMILES	Runt-CBFb FRET	NPY2 pot ag	NPY-Y1 PAM-ag	S1P4 ag	RBBP9 inhibitor	NPY Y1 blocker	BaF3 tox	Ba/F3 V617F tox	S1P4 antagonist
CN1CCN(/N=C/c2ccc(Br)cc2)CC1	0	8	1	-2.3	0	-2	-4	-1	6
CCCCn1nc(C(=O)Oc2ccc3c(C)cc(=O)oc3c2)c2ccccc2c1=O	30	10	-10	6.0	3	3	7	1	-21
CCOC(=O)C1CCCN(S(=O)(=O)c2ccc(S(N)(=O)=O)cc2)C1 (centres undefined)	0	7	10	-1.4	-10	-1	0	-2	0
C(=N\N1CCN(c2ccccn2)CC1)/c1ccccn1	0	2	9	1.0	-9	/	0	0	-6
CN(C)c1ccc(-c2nnn(CC(=O)NCc3ccc4c(c3)OCO4)n2)cc1	-2	-5	-33	-1.1	2	9	3	-2	10
Cc1ccc(C(=O)Oc2ccc(C(=O)COC(=O)C3CC(=O)N(Cc4ccco4)C3)cc2)cc1 (centres undefined)	-6	0	1	-1.2	-12	3	4	-4	-18
CCn1cc(C(=O)NCCCN(C)c2ccccc2)c(=O)c2cc(S(=O)(=O)N(C)C)ccc21	10	-4	-11	0.8	-5	11	4	0	-3
O=C(/C=C/c1ccc(F)cc1)NC(=S)NNC(=O)c1cnccn1	8	-12	-2	2.3	-2	/	-2	1	-8
COc1ccc(/C=C(/C#N)C(=O)Nc2ccc(O)cc2)cc1C(=O)O	-1	-7	-22	0.9	2	0	3	0	14
CCOc1ccccc1-c1nc(-c2cc3ccccc3nc2OC)no1	-2	2	0	1.7	-8	2	7	2	3
Fc1ccc(Oc2cnns2)cc1	1	7	16	-1.7	-5	-2	4	-3	10
O=S(=O)(/N=C(/c1ccccc1)N1CCCCC1)c1ccccc1	1	-4	-11	0.6	-3	-3	7	0	-7
COc1ccc(-c2nnc(SCC#CCO)o2)cc1OC	1	1	-9	0.8	-9	2	10	6	-10
Cc1onc(-c2ccccc2)c1C(=O)NC(=S)NNC(=O)c1ccccc1O	2	-11	-27	-0.3	-3	0	84*	101*	3
O=C(CC1C(=O)NCCN1Cc1c(F)cccc1Cl)NCCC1=CCCCC1 (centres undefined)	0	0	0	2.4	-3	9	9	-1	-3
O=C(CCS(=O)(=O)Cc1ccccc1F)N1CCc2ccccc2C1	0	-1	-2	1.6	-10	4	1	-3	-23
Cc1ccc(-n2c(C)cc(/C=N/NC(=O)c3ccncc3)c2C)cc1C	-3	-13	-20	0.2	-6	-3	5	6	-10
c1ccc(-c2nnc3n2-c2ccccc2SC3)cc1	-1	-17	-5	0.7	0	/	-1	1	-4
O=C(c1cccc(OC(F)F)c1)N1CCN(c2ncccn2)CC1	-2	-4	1	0.1	-8	4	1	0	-3
Cc1ccc(S(=O)(=O)N2CC3CCC2C3)cc1 (centres undefined)	0	-4	4	0.2	-2	-2	13	-3	-9
O=C(Nc1nc2cc3c(cc2s1)OCO3)c1ccco1	14	4	12	0.3	0	/	-6	5	-10
CC(=O)N1CC(=O)N=C1SCC(=O)Nc1nc(C)c(-c2ccccc2)s1	1	37*	36	0.6	-2	-6	3	3	-11
CCn1c(=S)sc2c(=O)[nH]c(C)nc21	-1	-8	-4	1.1	-8	2	-3	-1	-30
COc1ccc(CC(=O)NCc2nnc(SCC(=O)Nc3ccccc3)n2C)cc1	1	10	5	-0.5	4	0	5	0	3
CCOC(=O)C/C(C)=N/NC(=O)CN(c1ccc(Br)cc1)S(=O)(=O)c1ccccc1	-1	6	-15	0.6	1	2	5	-3	-7

Seven records drawn at random from those above:
SMILES	Runt-CBFb FRET	NPY2 pot ag	NPY-Y1 PAM-ag	S1P4 ag	RBBP9 inhibitor	NPY Y1 blocker	BaF3 tox	Ba/F3 V617F tox	S1P4 antagonist
O=C(C/C=N\OCc1ccc([N+](=O)[O-])cc1)Nc1ccc(F)cc1F	1	0	-9	-0.5	-6	6	2	1	-6
CN1CCN(/N=C/c2ccc(Br)cc2)CC1	0	8	1	-2.3	0	-2	-4	-1	6
Cc1cc(C)nc(-n2nc(C)c(Br)c2Nc2ccc(Br)cc2)n1	-2	-22	-35	0.7	-4	0	5	2	1
CS(=O)(=O)Nn1cnc2ccccc2c1=O	0	-10	-1	1.8	-11	2	7	1	-25
COc1ccc(-c2nnc(SCC#CCO)o2)cc1OC	1	1	-9	0.8	-9	2	10	6	-10
CC(C)C(=O)NCCc1nc2ccccc2n1CCCOc1ccc(Cl)cc1	-3	18	13	2.4	-9	0	1	-4	-7
Cc1ccc2nc(NC(=O)CCNS(=O)(=O)c3cccs3)sc2c1	-1	11	9	-0.1	-13	-5	5	3	-30

Further structures follow.
SMILES	Runt-CBFb FRET	NPY2 pot ag	NPY-Y1 PAM-ag	S1P4 ag	RBBP9 inhibitor	NPY Y1 blocker	BaF3 tox	Ba/F3 V617F tox	S1P4 antagonist
Cc1cc(O)c(C(C)C)cc1NS(=O)(=O)c1ccccc1	0	13	-11	-0.5	5	-1	5	-2	-5
O=C(COc1ccccc1)N1CCN=C1SCc1cccc(F)c1	-3	-8	-2	0.1	-7	/	-1	-2	-2
COc1ccc(NC(=S)Nc2nc(CC(=O)Nc3ccccc3OC)cs2)cc1	1	16	26	1.8	1	-5	9	-2	-4
S=C(NCc1ccccn1)Nc1ccccc1Cl	2	11	-10	2.4	-4	-2	6	-1	-24
N#CC1(Cc2ccc(Cl)cc2)c2ccccc2C=CN1C(=O)c1ccccc1 (centres undefined)	-1	-11	-15	0.2	-17	13	0	-2	-1
COC(=O)c1c(NC(=O)Nc2ccc(Cl)cc2)sc(C)c1C	4	-4	-22	0.6	-2	5	3	1	-1

Screens from PubChem BioAssay.
